MRP reversal – reversal of MRP1-mediated doxorubicin resistance, primary screen, H69AR cells, doxorubicin co-treatment. H69AR cells + 2 uM doxorubicin, CellTiter-Glo, 72 h. differential viability (reversal), % at 10 µM. 85,000 tested, 0.04% active;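 active = viability drop by adding the cancer drug above about 55%, with treated viability meeting a 40% cutoff, limit read from the data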;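 note: viability without doxorubicin minus viability with 2 µM doxorubicin for each compound; larger differential means the compound sensitizes cells more to doxorubicin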
PLAP inhibition – PLAP enzyme inhibitors, biochemical, luminescence, HTS (AID 690). Alkaline phosphatase, placental type (Homo sapiens). purified PLAP, luminescent substrate; higher % means a stronger effect. inhibition, % at 20 µM, or IC50 in µM where a hit was titrated. 96,000 tested, 0.08% active; in the data active = a potency from the dose series; inactive = the rest, 99 in 100 with inhibition below about 30%; note: strong numbers were not always called active
Bcl-B TR3 displacers – displacers of TR3 peptide from Bcl-B, primary screen, selectivity assay for Bfl-1 inhibitor project, biochemical, fluorescence polarization; Bcl-2-like protein 10 (Homo sapiens); FP displacement of FITC-TR3 peptide from Bcl-B; higher % means a stronger effect; displacement, % at 20 µM; hits with a dose series show IC50 in µM; 96,000 tested, 0.11% active;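 active = displacement above 50% at 20 µM plus a fluorescence interference ratio under 1.5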;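 note: plate controls were wells without compound for no effect and wells lacking Bcl-B protein for full effect; a part of the inactive calls stands beside numbers as strong as those of hits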
NFkB transloc pot – enhancers of NFkB p65 translocation in HUVEC – imaging, IL-1B stimulus, high-content imaging, primary screen; activation, % at 2 µM; 94,000 tested, 0.3% active; HUVEC IL-1B NFkB p65 nuclear translocation imaging;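 active = activation above 40%, about the mean plus 3 SD, also judged a hit on visual image review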;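 note: percent activation is computed from the nuclear over cytoplasmic p65 intensity ratio; values of inactives mirror those of a sister screen read the other way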
NFkB transloc inh – inhibitors of IL-1B driven NFkB p65 nuclear import, primary screen, imaging, HUVEC, IL-1B stimulus, high-content imaging | HUVEC IL-1B NFkB p65 nuclear translocation imaging | inhibition, % at 2 µM | 94,000 tested, 0.43% active;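 active = inhibition above about 30% together with a positive call from visual inspection of the well image, limit read from the data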;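 note: nuclear over cytoplasmic p65 intensity ratio measured by imaging; 0% = IL-1B stimulated DMSO wells and 100% = unstimulated DMSO wells; values of inactives mirror those of a sister screen read the other way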
MRP reversal cytotoxicity – further read-out of MRP reversal, marked with its call; viability, %; H69AR cells, CellTiter-Glo, 72 h; measured here: cytotoxicity without doxorubicin
MRP reversal with doxorubicin – recorded beside MRP reversal, whose call it bears; viability, %; measured here: viability with 2 uM doxorubicin; hits give low values
NFkB transloc inh cell count 2 µM – also measured in NFkB transloc inh; calls as there; cell count; measured here: cells passing quality filter;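 raw number of nuclei counted in each imaged well without normalization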
NFkB transloc pot cell count 2 µM – recorded beside NFkB transloc pot, whose call it bears; cell count; measured here: cells passing quality filter
Active calls of the source: *; nt = no result given. A portion of the library, so the mix of outcomes need not match the whole.

SMILES	MRP reversal	MRP reversal cytotoxicity	MRP reversal with doxorubicin	PLAP inhibition	Bcl-B TR3 displacers	NFkB transloc pot	NFkB transloc pot cell count 2 µM	NFkB transloc inh	NFkB transloc inh cell count 2 µM
COc1cc(C)nc(N(Cc2ccccc2)S(=O)(=O)c2ccccc2)n1	9.3	86.2	76.8	12.6%	-6.2%	-3.8	80	3.8	80
O=C(O)CCn1[nH]c(=O)c2ccccc2c1=O	-1.1	103.2	104.3	17.2%	-6.1%	3.9	199	-3.9	199
Cc1oc(-c2ccccc2Cl)nc1CS(=O)CC(=O)NCc1cccs1 (configuration not stated)	14.7	92.5	77.8	-51.2%	-13.0%	9.1	196	-9.1	196
CCC1(CC)Cc2ccccc2C(N)=C1C#N	-7.2	74.1	81.3	nt	nt	-2.0	86	2.0	86
COCCN(CC(=O)Nc1ccccc1C)S(=O)(=O)c1ccc(S(=O)(=O)N2CCCC2)cc1	5.9	91.5	85.6	9.6%	-1.7%	-0.7	157	0.7	157
COc1ccc(-c2nnc3sc(C(C)N4C(=O)c5ccccc5C4=O)nn23)cc1 (configuration not stated)	3.9	93.8	90.0	nt	nt	19.1	68	-19.1	68
O=C(NCc1cccnc1)/C(=C/c1ccc(-c2ccc(Cl)cc2)o1)S(=O)(=O)c1ccccc1	nt	nt	nt	-28.2%	-5.1%	-5.8	105	5.8	105
O=C(Nc1cnn(Cc2ccc(Cl)cc2Cl)c1)c1cc(-c2cccs2)on1	-0.4	19.4	19.8	-4.4%	2.1%	26.3	112	-26.3	112
O=C(C1CCCN(S(=O)(=O)Cc2ccccc2)C1)N1CCC(Cc2ccccc2)CC1 (configuration not stated)	-47.0	26.3	73.2	-89.3%	-17.0%	-5.9	173	5.9	173
O=C(NC(=S)NCCN1CCOCC1)c1cccc(Cl)c1	nt	nt	nt	-2.5%	11.5%	-1.5	180	1.5	180
CCOc1ccccc1C1CC(=O)Nc2c1c(=O)n(C)c(=O)n2C (configuration not stated)	nt	nt	nt	-0.1%	9.6%	0.9	184	-0.9	184
COc1ccc(C(=O)N2CCN(S(=O)(=O)c3cc(Cl)ccc3OC)CC2)cc1	4.6	82.3	77.7	19.6%	7.5%	15.3	148	-15.3	148
Cc1csc(=Nc2c(C)n(C)n(-c3ccccc3)c2=O)n1Cc1ccccc1	-6.7	95.0	101.7	-57.6%	1.3%	-0.1	177	0.1	177
COc1ccc(CN2CCN(S(=O)(=O)c3ccc(NC(C)=O)cc3)CC2)cc1OC	-9.3	80.2	89.5	-58.3%	0.9%	-1.8	171	1.8	171
CN(c1ccccc1)S(=O)(=O)c1cccc(C(=O)N2CCN(c3ccccn3)CC2)c1	23.1	89.0	65.9	-63.2%	-1.2%	-1.8	132	1.8	132
C=CCOc1ccccc1CNCc1cccnc1	2.9	95.9	93.0	12.1%	-0.6%	-20.5	117	20.5	117
CC(=O)c1ccc(N2CCN(CCC#N)CC2)c(F)c1	-7.1	97.0	104.1	7.0%	-2.5%	11.3	121	-11.3	121
Cc1ccc(C(=O)Nc2ccc(S(=O)(=O)N3CCN(C)CC3)cc2)cc1	10.2	83.3	73.0	nt	nt	-7.2	115	7.2	115
C=CCNC(=O)/C(=C\c1ccc2c(c1)OCO2)NC(=O)c1ccc(Br)cc1	nt	nt	nt	2.2%	-3.6%	9.2	165	-9.2	165
O=C(NCCN1CCC(Cc2ccccc2)CC1)C1CCCN(S(=O)(=O)c2cnc[nH]2)C1 (configuration not stated)	19.1	96.6	77.5	-69.9%	-11.8%	-5.9	152	5.9	152
CC(C)CCOc1ncnc2c1sc1nc3c(cc12)CSC(C)(C)C3	-4.7	90.8	95.5	nt	nt	0.0	111	0.0	111
CCCCCC1CCC(C(=O)NNC(=S)NCC)CC1 (configuration not stated)	nt	nt	nt	-15.3%	-1.5%	-1.1	136	1.1	136
Nc1nc(-c2ccco2)nc(N2CCCCC2)n1	0.2	83.2	83.0	-18.5%	11.3%	20.3	102	-20.3	102
Cc1cc(C(C)(C)C)cc(C)c1COC(=O)C1CCC(=O)N1 (configuration not stated)	-6.4	90.7	97.1	-55.9%	2.7%	18.4	195	-18.4	195
CC1=C(C#N)CCC(=O)N1Cc1c(C)cc(C)cc1C	nt	nt	nt	-0.7%	3.4%	2.1	108	-2.1	108
COc1ccc(C(=O)/C=C/c2ccc(F)cc2)c(OC(=O)c2ccc([N+](=O)[O-])cc2)c1	nt	nt	nt	8.3%	15.7%	-8.6	86	8.6	86
CCOC(=O)c1cnc(SC)nc1Oc1cccc(NC(=O)c2ccc(C)cc2)c1	nt	nt	nt	-23.1%	-2.1%	4.4	154	-4.4	154
COc1ccc(CSc2nnc(Cc3sc(-c4ccccc4)nc3-c3ccccc3)o2)cc1	-12.0	88.3	100.2	10.6%	-6.2%	nt	nt	nt	nt
Cc1ccc(C(C(=O)NCc2ccco2)N(C(=O)CNC(=O)c2cccs2)c2ccc(C)cc2)cc1 (configuration not stated)	nt	nt	nt	-12.1%	1.9%	-2.5	133	2.5	133
O=C(Cc1coc(-c2ccc(F)cc2)n1)NCc1ccccc1	nt	nt	nt	7.5%	-15.2%	nt	nt	nt	nt
COc1ccccc1N1CCN(C(=O)c2oc3ccccc3c2C)CC1	-29.8	17.5	47.3	-17.1%	4.3%	nt	nt	nt	nt
Clc1ccc(SCc2nc3ccccc3[nH]2)cc1	nt	nt	nt	-5.9%	-8.3%	6.8	172	-6.8	172
Cn1nc(C(=O)NCc2ccc(F)cc2)c2ccccc2c1=O	1.6	81.8	80.2	nt	-0.5%	-11.7	104	11.7	104
COc1ccc(C(=O)Nc2cccc(/C(C)=N/NC(=O)c3ccc([N+](=O)[O-])cc3)c2)cc1OC	nt	nt	nt	12.4%	-8.9%	nt	nt	nt	nt
Cc1nc(-c2ccccc2)sc1-c1nc(-c2ccncc2)ncc1S(=O)(=O)c1ccccc1	nt	nt	nt	-14.5%	-10.1%	19.1	132	-19.1	132
CCCn1nnc(NC(=O)COc2ccc(CC)cc2)n1	17.8	95.5	77.7	nt	nt	6.1	86	-6.1	86
O=C(CSc1nc(Cc2ccccc2)nc2ccccc12)Nc1nc2c(s1)CCCC2	nt	nt	nt	-45.4%	-22.7%	nt	nt	nt	nt
CCOC(=O)c1cc2n(c1/N=C/N(C)C)-c1ccccc1C2=O	11.9	79.8	67.9	-9.6%	57.4%	4.3	149	-4.3	149
COC(=O)c1ccc(NC(=O)CCN2CCN(CCC(=O)Nc3ccc(C(=O)OC)cc3)CC2)cc1	-8.6	73.8	82.5	nt	nt	5.2	114	-5.3	114
COC(=O)C1=C(C)NC(=O)NC1c1ccc(OCC(=O)N2CCCCC2)cc1 (configuration not stated)	11.3	93.2	81.9	-14.8%	-4.4%	31.9	181	-31.9	181
N#CC1=C(N)n2c(s/c(=C\c3ccco3)c2=O)=C(C#N)C1c1ccco1 (configuration not stated)	-4.3	38.5	42.8	-6.7%	33.9%	1.6	136	-1.6	136
COc1cccc(NC(=O)C2CCCN2C(=O)Nc2ccccc2F)c1 (configuration not stated)	-0.4	87.5	87.9	-20.3%	-3.6%	-4.1	163	4.1	163
CCOCCCNC(=O)c1cc2c(=O)n3cccc(C)c3nc2n1C	-20.7	33.6	54.3	-36.4%	4.5%	nt	nt	nt	nt
Cc1ccc(C(=O)NCC(=O)N2CCN(c3ncccn3)CC2)s1	-20.4	82.5	102.9	-26.0%	17.7%	-9.1	124	9.1	124
O=C(Nc1ccc(Cl)c(Cl)c1)OCc1cccnc1	2.0	93.7	91.7	9.0%	-3.8%	17.6	129	-17.6	129
CC(=O)C1C(c2cn(-c3ccccc3)nc2-c2cccs2)NC(=O)NC1(O)C(F)(F)F (configuration not stated)	4.0	95.9	92.0	-18.5%	8.5%	27.2	160	-27.2	160
COc1ccc2c(c1OC)C(=O)N1N=C(c3ccc(O)cc3)CC21 (configuration not stated)	nt	nt	nt	-5.0%	0.0%	8.8	136	-8.8	136
O=C(Nc1ccccc1C(=O)N1CCCC1)c1cccc(S(=O)(=O)N2CCCCC2)c1	nt	nt	nt	-19.5%	-4.2%	3.2	138	-3.2	138
CCOC(=O)C1CCN(S(=O)(=O)c2ccc(C(C)=O)cc2)CC1	14.8	101.3	86.6	nt	nt	39.3	125	-39.3	125
Cc1ccc(C)c(NC(=O)Cn2nc(C)c3ccccc3c2=O)c1	-5.8	82.2	88.0	16.5%	0.8%	nt	nt	nt	nt
COc1ccc(S(=O)(=O)N(CC(=O)O)c2ccccc2)cc1	nt	nt	nt	-6.8%	-3.4%	25.3	90	-25.3	90
CCc1ccc(C(=O)CN(C#N)c2nc(C)cc(C)n2)cc1	-31.9	60.2	92.1	-173.5%	-8.3%	3.8	185	-3.8	185
Cc1cccc(C)c1OCC(=O)NCc1nnc(SCC(=O)NC2CCCCC2)n1C	3.7	98.8	95.2	-54.9%	-2.6%	6.3	98	-6.3	98
O=C(O)CNC(=O)CC12CC3CC(CC(C3)C1)C2	-2.6	105.2	107.8	-2.9%	-8.1%	6.5	125	-6.5	125
Cc1ccc(S(=O)(=O)NCC(=O)N2CCCCC2)cc1	1.9	91.4	89.5	9.8%	-0.3%	2.5	64	-2.5	64
CCN(C(=O)CSc1ncn[nH]1)C1CCCCC1	-11.6	79.9	91.5	19.2%	-3.1%	-9.5	179	9.5	179
CCCS(=O)(=O)N1CCN(C(=O)c2cccs2)CC1	4.9	96.2	91.3	6.6%	-0.5%	3.1	117	-3.1	117
O=C(O)CN1CCCC1=Nc1ccccc1	7.8	93.1	85.3	14.1%	-9.6%	-5.7	127	5.7	127
CC(C)(C)NS(=O)(=O)c1ccc(CCC(=O)NCc2cccnc2)cc1	3.0	87.0	84.0	-1.6%	-2.4%	9.6	105	-9.6	105
CCCCn1nc(C(=O)O)ccc1=O	6.5	101.3	94.8	-5.1%	-0.2%	-7.4	134	7.4	134

5 consecutive entries out of the list so far, quoted:
SMILES	MRP reversal	MRP reversal cytotoxicity	MRP reversal with doxorubicin	PLAP inhibition	Bcl-B TR3 displacers	NFkB transloc pot	NFkB transloc pot cell count 2 µM	NFkB transloc inh	NFkB transloc inh cell count 2 µM
Cc1ccc(C(C(=O)NCc2ccco2)N(C(=O)CNC(=O)c2cccs2)c2ccc(C)cc2)cc1 (configuration not stated)	nt	nt	nt	-12.1%	1.9%	-2.5	133	2.5	133
O=C(Cc1coc(-c2ccc(F)cc2)n1)NCc1ccccc1	nt	nt	nt	7.5%	-15.2%	nt	nt	nt	nt
COc1ccccc1N1CCN(C(=O)c2oc3ccccc3c2C)CC1	-29.8	17.5	47.3	-17.1%	4.3%	nt	nt	nt	nt
Clc1ccc(SCc2nc3ccccc3[nH]2)cc1	nt	nt	nt	-5.9%	-8.3%	6.8	172	-6.8	172
Cn1nc(C(=O)NCc2ccc(F)cc2)c2ccccc2c1=O	1.6	81.8	80.2	nt	-0.5%	-11.7	104	11.7	104

Continuation:
SMILES	MRP reversal	MRP reversal cytotoxicity	MRP reversal with doxorubicin	PLAP inhibition	Bcl-B TR3 displacers	NFkB transloc pot	NFkB transloc pot cell count 2 µM	NFkB transloc inh	NFkB transloc inh cell count 2 µM
CCc1nnc2sc(-c3ccc(NC(=O)c4ccc5c(c4)OCCO5)cc3)nn12	2.2	92.2	89.9	-36.8%	-8.8%	9.5	171	-9.5	171
Cc1ccc(CNC(=O)C2CC(c3ccc([N+](=O)[O-])cc3)=NO2)cc1 (configuration not stated)	nt	nt	nt	4.0%	-12.3%	-0.9	180	0.9	180
CC1=NN(c2nc(-c3ccc(F)cc3)cs2)C(=O)C1	nt	nt	nt	-11.0%	0.1%	-0.6	173	0.6	173
CCCCn1ccc(O)c(Cc2ccc(F)cc2)c1=O	nt	nt	nt	2.2%	-1.6%	8.8	145	-8.8	145
CCOC(=O)c1cc(-c2ccc(C)cc2)n(CCC(=O)NC(C)CC)c1C (configuration not stated)	-2.5	85.4	88.0	-4.9%	-2.5%	-0.2	157	0.2	157

Assay outcomes from PubChem.
